Screening data as filed in PubChem BioAssay.
H9c2 TAG inh – inhibitors of triacylglycerol accumulation, primary screen, cell-based, uHTS, fluorescence, H9c2 | H9c2 cells, Nile Red lipid (TAG) fluorescence; cells loaded with 200 µM oleic acid | inhibition, % at 12.5 µM | actives 0.66% (n = 230,000);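 active = pattern-corrected inhibition of lipid staining of at least 50% with the nuclear-stain viability signal not falling by more than 50%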;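 note: 0% = DMSO wells and 100% = triacsin C control wells; some results filed as inactive read as strong as hits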
H9c2 TAG inh DAPI viability – also measured in H9c2 TAG inh; calls as there; DAPI nuclei signal change (viability), lower = more cytotoxic, %;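 whole-well DAPI fluorescence read on a plate reader as a viability signal; minus 50 percent equals half of cells still viable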
An asterisk follows results filed as active. An excerpt; the hit share may differ from the screen's.

structure | H9c2 TAG inh | H9c2 TAG inh DAPI viability
N#CCC(=O)Nc1ccc(C(=O)NCC2(N3CCOCC3)CCCCC2)cc1 | 8 | 35
CC(=O)Nc1c(C(N)=O)oc2ccc(Cl)cc12 | -3 | -1
COc1ccc(C(=O)NNC(=O)CSc2nnc(-c3cccnc3)o2)cc1 | 0 | -7
CCOC(=O)c1sc2nc(N3CCOCC3)c3c(c2c1N)CCN(Cc1ccccc1)C3 | 40 | 147
COc1ccc(/C=C(/NC(=O)c2cccc([N+](=O)[O-])c2)C(=O)O)cc1 | 3 | -1
O=C(Nc1ccc(OC(F)(F)F)cc1)c1ccc2c(c1)no[n+]2[O-] | 57* | -45*
Cc1ccc(O)c(C2=NNC(c3ccc(Cl)cc3)C2)c1 (stereo not given) | -2 | 1
CCCCCCSc1ccc([C@H]2N[C@@](CC(C)C)(C(=O)OC)[C@H]3C(=O)N(C)C(=O)[C@@H]23)cc1OC | 64* | -40*
O=C(c1cccc(Br)c1)N1CCN(C2=NS(=O)(=O)c3ccccc32)CC1 | 5 | -7
CCN(CC)CCN1C(=O)C(O)=C(C(=O)c2sc(C)nc2C)C1c1cccnc1 (stereo not given) | -8 | 16
COc1ccc(N2CCN(C(=O)Cc3coc4cc(C)ccc34)CC2)cc1 | -3 | 11
Cc1ccc(C)c(S(=O)(=O)N=Nc2c(O)[nH]c3ccccc23)c1 | 16 | -16
CSc1nc2[nH]c(=O)n(O)c(=O)c2n1Cc1ccccc1 | -24 | -1
O=C(Cc1cccc(NC(=O)C2CCCN(C(=O)C3CCCCC3)C2)c1)Nc1cccc(C(=O)N2CCOCC2)c1 (stereo not given) | 12 | -1
CSc1ccccc1OCc1cc(C(=O)NCCc2ccco2)no1 | -3 | -2
O=C(/C=C/c1ccco1)NCCCN1CCOCC1 | 7 | -13
Cc1ccc(C)c(N2CCN(CCCc3ccccc3)CC2)c1 | -13 | 18
O=C(COc1ccc(F)cc1Cl)Nc1ccccc1C(=O)N1CCCCC1 | -24 | 18
O=[N+]([O-])c1ccc2c(c1Nc1ccccc1)=NC1(CCCCC1)N=2 | -1 | -3
CCOc1cc(C#N)c(NC(=O)c2cccnc2Cl)cc1OCC | 26 | -5
NC(=O)CC(NC(=O)Cc1cccc2ccccc12)c1ccc(N2CCCCCC2)c([N+](=O)[O-])c1 (stereo not given) | 5 | -3
COc1ccc(CNc2nc(NC(C)=O)nn2-c2ccccc2)cc1 | 12 | -2
O=C(COC(=O)Cc1c(F)cccc1Cl)NC1CCS(=O)(=O)C1 (stereo not given) | 0 | 0
Oc1c(Br)cc(Br)cc1CNc1ccc(F)cc1 | 4 | -4
COc1ccc(/C=C(/NC(=O)c2ccco2)C(=O)NCc2ccco2)cc1 | -21 | 1
NC(=O)c1cccnc1Nc1ccccc1F | -6 | -1
O=C(Cn1ncc2c(=O)oc3ccccc3c21)NC1CC1 | -3 | 11
C=CCNc1nc2c(c(=O)[nH]c(=O)n2C)n1CCCc1ccccc1 | -17 | 6
COc1ccc(C(=O)N2CCN(Cc3cc(OC)ccc3OC)CC2)cc1 | -9 | -7
Cc1ccc(S(=O)(=O)n2nnc3ccccc32)c(C)c1C | -7 | 7
COc1ccc(C2c3ccc4ccccc4c3Oc3ncn(CCCO)c(=N)c32)cc1OC (stereo not given) | 24 | -4
COc1ccc(C(=O)Nc2cc3c(cc2C#N)OCO3)cc1S(=O)(=O)NCc1ccco1 | 4 | -6
COc1ccc(C2CN=NC23CCCc2ccccc2C3=O)cc1 (stereo not given) | -6 | 3
O=C(NCC1CC1)c1csc(COCCO)n1 | -7 | -4
CCCn1c(CCc2ccccc2)nnc1SCC(=O)N1CCCC1 | -3 | 4
CN(Cc1cnccn1)C(=O)c1cc(COc2cccc(C(F)(F)F)c2)on1 | 8 | 5
O=S(=O)(Nn1cnnc1)c1ccc2ccccc2c1 | 17 | -2
CCOc1ccc(C(=O)Nc2nnn(CC)n2)cc1 | 0 | 2
CCOC(=O)C1=C(C)NC(=O)CC1c1cc2c(cc1[N+](=O)[O-])OCO2 (stereo not given) | 7 | -3
COc1ccc(C)cc1NC(=O)c1ccc(CN2CCN(c3ccccc3)CC2)cc1 | -16 | 16
CC(C)(C)N(Cc1ccccc1)C(=O)COC(=O)CN1C(=O)C2CC=CCC2C1=O (stereo not given) | 2 | 4
CC12CCC(C/C1=N/OC(=O)c1cccc([N+](=O)[O-])c1)C2(C)C (stereo not given) | 7 | 14
Cc1ccc(F)c(NC(=O)c2ccc(Cn3cc(Cl)cn3)cc2)c1 | -1 | -2
Cc1ccc(S(=O)(=O)N2CCN(C(=O)c3ccc(-n4cncn4)c([N+](=O)[O-])c3)CC2)c(C)c1 | -19 | 4
CCN(CC)c1ccc(/C=C2\SC(=O)N(C(C)C)C2=O)o1 | -1 | -40
COc1cc(CN2C[C@@H](CO)O[C@@H](n3cnc4c(NC5CCCC5)ncnc43)C2)cc(OC)c1OC | 8 | -6
O=C1CC(N2CCOCC2)C(=O)N1Cc1ccc(N2CCCC2=O)cc1 (stereo not given) | -4 | -13
CN(C)S(=O)(=O)c1ccc(/C(O)=C2/C(=O)C(=O)N(CCCN3CCOCC3)C2c2ccncc2)cc1 (stereo not given) | -9 | 5
COc1cccc(C(=O)Nc2nnc(-c3ccccc3)s2)c1OC | 3 | -2
Cc1ccc(C(C)(C)C)cc1S(=O)(=O)NC(=O)c1ccccc1 | 5 | -6
CC(C)CCCCCCCCCCCCC(=O)NCC(=O)NC1C(C)OC(Nc2ncnc3nc[nH]c23)C(O)C1O (stereo not given) | 72* | -47*
CCOC(=O)c1nn(-c2cccc(Cl)c2)c(C)c1C(C)=O | -9 | 6
CCC(C)c1ccccc1NC(=O)COC(=O)c1ccc2[nH]c3c(c2c1)CCCC3 (stereo not given) | 15 | 10
CC(=O)c1c(C(C)=O)c(C)n(NC(=O)c2ccc(Cl)cc2)c1C | -7 | 15
Nc1ccc2ccccc2c1C(=O)c1ccccc1 | -12 | 4
Cc1n[nH]c(C)c1CCOc1ccc(C(C)C)cc1 | -14 | 3
COc1cc(OC)cc(C(=O)NNC(=O)CCCOc2ccccc2)c1 | 0 | -6
CSCC[C@H](NC(=O)C1CCN(S(=O)(=O)c2ccc(C)cc2)CC1)C(=O)NCc1ccco1 | -3 | -1
C=CCn1c(SCC(=O)NC2(C#N)CCCCC2)nnc1-c1ccncc1 | 1 | -6
O=C(OCc1cc(=O)n2ccsc2n1)c1ccccc1NCCO | -1 | -5

4 consecutive records from above, for reference:
structure | H9c2 TAG inh | H9c2 TAG inh DAPI viability
CC(C)CCCCCCCCCCCCC(=O)NCC(=O)NC1C(C)OC(Nc2ncnc3nc[nH]c23)C(O)C1O (stereo not given) | 72* | -47*
CCOC(=O)c1nn(-c2cccc(Cl)c2)c(C)c1C(C)=O | -9 | 6
CCC(C)c1ccccc1NC(=O)COC(=O)c1ccc2[nH]c3c(c2c1)CCCC3 (stereo not given) | 15 | 10
CC(=O)c1c(C(C)=O)c(C)n(NC(=O)c2ccc(Cl)cc2)c1C | -7 | 15

Single entries from above:
Value for CCOC(=O)c1sc2nc(N3CCOCC3)c3c(c2c1N)CCN(Cc1ccccc1)C3 in H9c2 TAG inh DAPI viability: 147
Value for O=C(Cn1ncc2c(=O)oc3ccccc3c21)NC1CC1 in H9c2 TAG inh: -3
Value for COc1ccc(/C=C(/NC(=O)c2cccc([N+](=O)[O-])c2)C(=O)O)cc1 in H9c2 TAG inh DAPI viability: -1
Value for CC(C)CCCCCCCCCCCCC(=O)NCC(=O)NC1C(C)OC(Nc2ncnc3nc[nH]c23)C(O)C1O (stereo not given) in H9c2 TAG inh DAPI viability: -47*

The list goes on:
structure | H9c2 TAG inh | H9c2 TAG inh DAPI viability
Cc1ccccc1NC(=O)CSc1[nH]c(=O)cc(C)c1C#N | 13 | -7
O=C(CSCc1c[nH]c(=O)[nH]c1=O)OCC(=O)c1ccc(Br)cc1 | 3 | 0
Cc1nc(-c2ccc(C(=O)N3CCOCC3)cc2)cs1 | -1 | 1
COc1ccc(C(=O)Nc2nnc(C3=COCCO3)o2)cc1 | -7 | -6
Fc1ccc2nc(-c3ccccc3)nc(SCc3nnc(-c4ccccc4)o3)c2c1 | 6 | -4
CCn1cc(C(=O)N2CCCc3ccccc32)c2cc(OC)c(OC)cc2c1=O | -13 | 0
CCOc1ccc(CCNC(=O)c2cc3sccc3n2CC)cc1OCC | 79* | -15*
Cc1ccc(C2=CC(=O)C[C@H](c3ccc(Cl)cc3)C2)cc1 | -27 | 2
CCOc1ccc(N/C(C)=C\C(=O)c2ccc3c(c2)OCCO3)cc1 | -4 | 3
Cc1ccc2nc(SCC(=O)NC(=O)NCc3ccco3)[nH]c2c1 | -23 | 2
O=C(Nc1ccccc1)c1cc(C2CCCCN2C(=O)CCCc2ccccc2)on1 (stereo not given) | -12 | -7
OC[C@@H]1CN(CCN2CCOCC2)C[C@H](n2cnc3c(NC4CCCC4)ncnc32)O1 | 0 | -1
C=CCn1c(=S)[nH]c2sccc2c1=O | -2 | 6
Cn1nc([N+](=O)[O-])nc1Sc1nnnn1-c1cccc(C(=O)O)c1 | -6 | -2
CCCOc1ccc(-c2nc(OC)c3ccccc3n2)cc1 | -13 | 2
C=CCNc1sc(C(=O)c2ccc(C)cc2)c(N)c1C#N | -4 | -7
CCn1nc(C(=O)OCC(=O)c2cc(C)n(Cc3cccs3)c2C)c2ccccc2c1=O | -12 | 8
Cc1cccc(NC(=O)COC(=O)c2nn(-c3ccccc3C(F)(F)F)cc2O)c1C | -2 | 12
CC(C)Sc1nnc(SCC(=O)NCCCN2CCCC2=O)s1 | -8 | 2
COc1ccc2nc(C)cc(N3CC(C)OC(C)C3)c2c1 (stereo not given) | 4 | -12
Cc1csc2nc(O)c(C(=O)NC3CCCCC3C)c(=O)n12 (stereo not given) | 7 | -1
c1ccc(OCc2nnc(-c3ccccc3)o2)cc1 | 0 | -2
COc1ccccc1C(=O)NC(=O)COC(=O)c1ccc(Cl)nc1 | 9 | -4
CN(CC(=O)Nc1cccc(S(=O)(=O)N2CCCC2)c1)CC(=O)Nc1ccc(Cl)c(C(F)(F)F)c1 | -21 | 9
O=C(c1ccoc1)N1CCC2(CCCN(Cc3ccc(F)c(F)c3)C2)C1 (stereo not given) | 2 | 3
CC(=O)Nc1ccc(NC(=O)C2CC(=O)N=C(N)S2)cc1 (stereo not given) | 10 | -10
Cc1cccc(C)c1NC(=O)CSCc1cccc(CSCC(=O)Nc2c(C)cccc2C)n1 | -15 | -8
CC(C)(C)OC(=O)NNC(=O)Nc1ccccc1C(F)(F)F | 4 | 9
Cc1cc(C)cc(NC(=O)C(NCC2CCCO2)c2ccccc2)c1 (stereo not given) | -2 | 12
O=C(c1ccco1)N1CCN(Cc2cccc([N+](=O)[O-])c2)CC1 | 14 | -1

Other structures follow:
Sequence of screens – H9c2 TAG inh | H9c2 TAG inh DAPI viability
Cc1nn(-c2ccccc2)c(C)c1/C=N/n1c(-c2ccccc2Br)n[nH]c1=S
  7 | -11
O=C(COC(=O)C1CCN(c2ccc(C(F)(F)F)cn2)CC1)c1ccc(F)cc1
  -17 | 2
C=CCNC(=O)C1CCN(S(=O)(=O)c2ccccc2)CC1
  -8 | 3
Nc1nc(Cl)cc(Oc2ccccc2F)n1
  12 | -8
COc1ccc(-c2cc3nc(NCc4ccc(N(C)C)cc4)n(C)c(=O)c3s2)cc1OC
  26 | -10
N#Cc1c(NC(=O)CSc2nc(N)cc(=O)[nH]2)sc2c1CCCC2
  4 | -4
NC(=O)CSc1nnc(-c2cccs2)n1-c1ccccc1
  6 | 12
C=CCN(CC=C)S(=O)(=O)c1ncn[nH]1
  -17 | 7
COC(=O)[C@@H](NCc1ccc(B(O)O)cc1)C(C)C
  -24 | 3
C[C@@H]1CN([C@@H](C)CO)C(=O)CCCn2nncc2CO[C@@H]1CN(C)S(=O)(=O)c1ccc(Oc2ccccc2)nc1
  -4 | 1
C=CCOc1c2ccc(C(=O)NCCc3ccc(C)cc3)cc2nn1C
  7 | -8
COc1ccccc1N(C)S(=O)(=O)c1ccc(C(=O)NC2CCCCCC2)cc1
  -6 | 2
Cn1c(N)c(C(=O)COC(=O)CNC(=O)c2ccccc2F)c(=O)n(C)c1=O
  14 | -12
CC(=O)Nc1nc(-c2ccc(Cl)cc2)nc(C)c1C(C)=O
  -13 | 21
CCOC(=O)c1cn(-c2ccccc2CO)c2c(F)c(F)c(F)cc2c1=O
  -1 | -6

Reprinted from the part before: 3 entries, followed by the next part.
Sequence of screens – H9c2 TAG inh | H9c2 TAG inh DAPI viability
Cn1c(N)c(C(=O)COC(=O)CNC(=O)c2ccccc2F)c(=O)n(C)c1=O
  14 | -12
CC(=O)Nc1nc(-c2ccc(Cl)cc2)nc(C)c1C(C)=O
  -13 | 21
CCOC(=O)c1cn(-c2ccccc2CO)c2c(F)c(F)c(F)cc2c1=O
  -1 | -6
COc1cc2c(cc1OC)CN(C(=O)c1cccc([N+](=O)[O-])c1)CC2
  -14 | 4
Nc1nc(Cl)cc(=O)n1Cc1ccc(Cl)cc1
  -23 | 0
CCc1nc(SCC(=O)N2CCc3ccccc32)c2oc3ccccc3c2n1
  7 | 1
CCOc1ccc2nc(N(CCN(CC)CC)C(=O)c3cccc([N+](=O)[O-])c3)sc2c1
  2 | -1
Cc1ccc(S(=O)(=O)Nc2cccc(C(=O)NCCN3CCOCC3)c2)cc1F
  0 | -7
COc1ccc(C(=O)COC(=O)c2ccc(OC)c(OC)c2)cc1OC
  -17 | -9
Cn1cc([N+](=O)[O-])c(C(=O)N/N=C/c2ccncc2)n1
  -48 | 6
CCN(CC)S(=O)(=O)c1ccc(S(=O)(=O)Nc2c(C)nn(C)c2C)cc1
  -6 | -5
Cc1ccc(-c2nnc(N3CCC(C)CC3)c3ccccc23)cc1
  0 | 0
Cc1nnc(SCc2ccccc2Cl)n1CC1CCCO1 (stereo not given)
  2 | -2
Cc1ccc(S(=O)(=O)NCC(=O)NC2CC2)cc1
  -3 | 5
CCOC(=O)N(Cc1ccccc1)C1CC1
  -8 | 4
